Assay outcomes from PubChem BioAssay.
All columns: NCI-60 one-dose screen, growth in % after 48 h at 10 µM unless noted; 100 = growth as untreated, 0 = no growth, -100 = all killed.
HCT-116: HCT-116 colon cancer; 82,000 tested, 7.3% active; AID 1794798
SN12C: SN12C renal cancer cells | AID 1794767 | 81,000 tested, 3.8% active
HCC-2998: HCC-2998 colon cancer | 79,000 tested, 4.7% active
UO-31: UO-31 renal cancer; 81,000 tested, 5.2% active; AID 1794768
786-0: 786-0 renal cancer cells; 81,000 tested, 5.1% active; AID 1794775
HT29: HT29 colon cancer. 81,000 tested, 7.4% active. AID 1794748
TK-10: TK-10 renal cancer cells; AID 1794769; 81,000 tested, 3.9% active
HCT-15: HCT-15 colon cancer. 82,000 tested, 5.2% active. AID 1794746
SW-620: SW-620 colon cancer | 82,000 tested, 5.2% active
* = called active by the depositor; / = no result given. How the source made its calls: active means growth percent below 10; inactive means the rest.

Order of values – HCT-116 | SN12C | HCC-2998 | UO-31 | 786-0 | HT29 | TK-10 | HCT-15 | SW-620
CCOC(=O)c1cc2c(n1Cc1ccccc1OC)-c1[nH]c(=O)c(S(=O)(=O)c3ccccc3)cc1CCC2
 : 91 | 100 | 102 | 70 | 93 | 100 | 102 | 93 | 96
N#CC1C(=O)OC2CCCCC21 (stereo not given)
 : 94 | 100 | 95 | 87 | 95 | 102 | 88 | 100 | 98
COc1ccc(-n2c(-c3ccc(NC(=O)CCCl)cc3)nnc2-c2cc(OC)c(OC)c(OC)c2)cc1
 : 36 | 72 | 43 | 44 | 75 | 19 | 70 | 41 | 54
CC(C)(C)CC(C)(C)NCC#CCNC(C)(C)CC(C)(C)C
 : 89 | 91 | 85 | / | / | 82 | 98 | 103 | 102
c1ccc(Cc2ncnc3nc[nH]c23)cc1
 : 105 | 102 | 113 | 87 | 108 | 123 | 121 | 94 | 105
NC(=S)N/N=C/c1ccc(Cl)c(Cl)c1
 : 102 | 107 | 101 | 90 | 94 | 94 | 103 | 91 | 110
CC1CCCC(C)(C)C1NCCOC(=O)c1ccc(N)cc1 (stereo not given)
 : 101 | 103 | 112 | 79 | 95 | 90 | 105 | 105 | 102
Cc1nc2cc(Nc3nc(N4CCCCC4)nc(N4CCOCC4)n3)ccc2n1Cc1ccccc1
 : -50* | 52 | 94 | 1.6* | 11 | -8.7* | -33* | 21 | 44
Cc1nc(N/N=C/c2cn(-c3ccccc3)nc2-c2cc3ccccc3oc2=O)sc1N=Nc1ccccc1
 : 87 | 98 | 104 | 71 | 97 | 85 | 106 | 56 | 79
O=C1N[C@@H](Cc2c[nH]c3cc(-n4cc(C[C@@H]5NC(=O)[C@@H]6CCCN6C5=O)c5ccccc54)ccc23)C(=O)N2CCC[C@@H]12
 : 102 | 105 | 96 | 71 | 101 | 111 | 107 | 102 | 99
C=CC(=O)N1CC2(CCC(n3nc(-c4ccc(Oc5ccccc5)cc4)c4c(N)ncnc43)CC2)C1
 : -83* | -11* | -78* | -64* | -88* | -60* | / | -60* | 0.4*
COc1ccc(NC(=O)C(=O)c2c[nH]c3cc(F)ccc23)cc1
 : 77 | 87 | 87 | 69 | 100 | / | 105 | 84 | 83
CCCCCCCCCCCCCCCCCC1=NC(C)CC(C)(C)O1 (stereo not given)
 : 102 | 109 | 114 | 84 | 98 | 94 | 114 | 97 | 111
Cc1nc2ccc(Cl)cn2c1-c1nnc(SCc2ccc(C#N)cc2)o1
 : 91 | 98 | 114 | 80 | 81 | 107 | 121 | 81 | 99
[O-]/[N+](=C\c1ccccc1)CC1(O)CCCCC1
 : 117 | 94 | 115 | 96 | 109 | 102 | 103 | 98 | 94
C#CCOC(=O)/C=C/c1cn(-c2ccccc2)nc1-c1ccc(OC)cc1
 : 75 | 77 | 105 | 54 | 99 | 83 | 92 | 94 | 112
C=CCOC(=O)C1CC=CCC1C(=O)OCC=C (stereo not given)
 : 103 | 104 | 114 | 93 | 99 | 104 | / | 97 | 99
NC(CCC(=O)O)CC(=O)O (stereo not given)
 : 106 | 106 | 105 | 107 | 103 | 100 | 91 | 107 | 106
O=S(=O)(Nc1ncccn1)c1ccc(NO)cc1
 : 114 | 113 | 123 | 84 | 109 | 110 | 113 | 110 | 104
Fc1cccc(Cn2c(-c3cncs3)nc3ccccc32)c1
 : 102 | 102 | 103 | 65 | 107 | 103 | 102 | 96 | 96
C=CCc1cc2c(C)cc(=O)oc2c(C)c1OC(C)=O
 : 118 | 100 | 102 | 85 | 120 | 97 | 115 | 103 | 112
CCCNC(C)C(=O)Nc1ccccc1C (stereo not given)
 : 112 | 108 | 102 | 85 | 104 | 115 | 111 | 104 | 108
COC(=O)CCc1ccccc1
 : 95 | 95 | 100 | 78 | 100 | 105 | 95 | 110 | 96
COc1cc([N+](=O)[O-])c2nc(/C=N/NC(N)=S)ccc2c1
 : 111 | 103 | 117 | 97 | 112 | 105 | 126 | 98 | 107
CC1SC2(CCC(c3ccccc3)CC2)N(NC(=O)Cc2ccccc2Nc2c(Cl)cccc2Cl)C1=O (stereo not given)
 : 94 | 97 | 109 | 92 | 98 | 95 | 90 | 93 | 97
CCCCN(C(=O)c1ccc2c(c1)NC(=O)CS2)c1ccccc1
 : 83 | 95 | 102 | 88 | 96 | 112 | 127 | 102 | 104
CC(=O)Nc1cccc(C(=O)NC(=S)Nc2ccc(S(N)(=O)=O)cc2)c1
 : 104 | 103 | 111 | 87 | 98 | 100 | 103 | 107 | 104
CCCCC(CC)C(=O)O (stereo not given)
 : 107 | 102 | 100 | 86 | 102 | 111 | 104 | 104 | 104
COc1ccc(/C=C(\c2cc(OC)c(OC)c(OC)c2)c2nnc(-c3cc4ccccc4o3)o2)cc1
 : 96 | 103 | 99 | 67 | 84 | 104 | 91 | 99 | 97
Nc1nc(N)c(N=Nc2ccc(S(=O)(=O)c3ccc(N=Nc4c(N)nc(N)[nH]c4=O)cc3)cc2)c(=O)[nH]1
 : 98 | 95 | / | 92 | 101 | 92 | 108 | 109 | 107

In the list so far, 2 contain a COOH group.
Order of values – HCT-116 | SN12C | HCC-2998 | UO-31 | 786-0 | HT29 | TK-10 | HCT-15 | SW-620
NC(CCC(=O)O)CC(=O)O (stereo not given)
 : 106 | 106 | 105 | 107 | 103 | 100 | 91 | 107 | 106
CCCCC(CC)C(=O)O (stereo not given)
 : 107 | 102 | 100 | 86 | 102 | 111 | 104 | 104 | 104

Ordered by molecular weight (smallest number first): part of the list above.
Order of values – HCT-116 | SN12C | HCC-2998 | UO-31 | 786-0 | HT29 | TK-10 | HCT-15 | SW-620
CCCCC(CC)C(=O)O (stereo not given)
 : 107 | 102 | 100 | 86 | 102 | 111 | 104 | 104 | 104
C#CCOC(=O)/C=C/c1cn(-c2ccccc2)nc1-c1ccc(OC)cc1
 : 75 | 77 | 105 | 54 | 99 | 83 | 92 | 94 | 112
Cc1nc2ccc(Cl)cn2c1-c1nnc(SCc2ccc(C#N)cc2)o1
 : 91 | 98 | 114 | 80 | 81 | 107 | 121 | 81 | 99
CCOC(=O)c1cc2c(n1Cc1ccccc1OC)-c1[nH]c(=O)c(S(=O)(=O)c3ccccc3)cc1CCC2
 : 91 | 100 | 102 | 70 | 93 | 100 | 102 | 93 | 96

(further entries)
Molecule,HCT-116,SN12C,HCC-2998,UO-31,786-0,HT29,TK-10,HCT-15,SW-620
COc1cc(-c2cc(=O)oc3cc(O)ccc23)c(OC)c2c1OCO2,98,84,97,72,96,102,108,92,97
COC(=O)c1ccc2c(c1)[n+](=O)c(C(C)=O)c(C(F)(F)F)n2[O-],-98*,-34*,-87*,-82*,-41*,-56*,26,-78*,18
CCOC(=O)CCCCN(C)CCCCC(=O)OCC,103,97,116,83,101,110,123,99,98
Cc1ccc(N=NC(C#N)C#N)cc1,76,91,101,43,97,102,111,82,76
O=C(O)Cn1c(O)c(/C=C2/C=c3cc4c(cc3=NC2=O)OCO4)sc1=S,98,98,93,93,98,101,92,100,92
O=c1c2cc3cc(Cl)ncc3n2c(=O)c2cc3cc(Cl)ncc3n12,105,99,97,87,101,109,105,98,105
CC(=O)Oc1ccc(C2(c3ccc(OC(C)=O)cc3)OC(=O)c3ccccc32)cc1,105,110,119,104,110,104,109,106,96
OC(CNc1ncccn1)(c1ccccc1)c1ccccc1,95,102,101,87,109,108,104,104,110
Nc1nc(-c2cccc3ccccc23)cc2ccccc12,11,36,-5.8*,20,21,1.1*,56,4.0*,19
O=C1NN(c2ccccc2)C(=O)/C1=C\c1ccccc1,108,99,109,91,103,103,107,99,101
COc1cc2c(cc1N)-c1ccc(N)cc1C2,105,93,104,68,110,104,121,100,99
C=CCn1c(C)nc2ccc(Nc3nc(-c4ccccc4)nc4ccccc34)cc21,94,88,103,94,98,97,105,95,103
COC(=O)Nc1nc2ccc(C(=O)c3cccc(I)c3)cc2[nH]1,9.7*,23,18,29,27,2.1*,42,12,21
NNC(=O)c1oc2nc(-c3cnccn3)cc(-c3cccs3)c2c1N,99,100,111,89,105,108,158,96,103
O=C1/C(=C\c2cccn2C(=O)c2ccccc2)c2ccccc2N1c1c(Cl)cccc1Cl,31,/,84,67,94,70,86,65,30
O=C1C(Cl)C(c2cccnc2)N1Nc1ncnc2ccccc12 (stereo not given),104,101,115,88,103,112,/,108,102
COc1ccc(C(O)C2c3c(cc4c(c3OC)OCO4)CCN2C)c(CO)c1OC (stereo not given),108,98,110,78,110,101,105,115,98
COc1ccc(Nc2cc(C)nc(N)n2)cc1,112,96,105,85,104,102,138,108,102
C=C(C[C@](O)(C(=O)/C=C/c1ccc(Cl)cc1)C(=O)OC)c1ccccc1,35,75,42,53,84,16,65,3.7*,30
Nc1c2c(nc3ccc(Cl)cc13)CC(c1ccc(Cl)cc1)CC2=O (stereo not given),99,98,107,95,95,96,86,99,106
O=NN(CC(=O)N/N=C\c1cccc([N+](=O)[O-])c1)CC(=O)N/N=C/c1cccc([N+](=O)[O-])c1,86,94,114,72,96,93,103,105,99
CCC(C(=O)OCC(=O)[C@@]1(O)CC[C@H]2[C@@H]3CCC4=CC(=O)CC[C@]4(C)[C@H]3[C@@H](O)C[C@@]21C)C(C)C (stereo not given in full),58,80,/,65,97,66,81,79,94
O=C1CC2OC3c4ccccc4N4C(=O)COC24C3C1 (stereo not given),92,98,108,89,109,112,108,103,105
CC(C)(O)Cn1cc(-c2ccc(-c3cncc(Cl)c3N3CCC4(CCNC4=O)CC3)cc2)cn1,96,94,109,77,74,94,96,92,88
Nc1nc(Nc2cccc(Cl)c2)cc(=O)[nH]1,101,101,114,90,100,102,106,100,103
N#Cc1c(Nc2ccc(N3CCOCC3)cc2)nc(SCC(=O)c2ccc(Br)cc2)nc1-c1ccccc1,88,104,100,87,101,98,97,103,109
CSc1nnc(-c2cnn3c2NC(c2ccccc2)C3)n1-c1ccc(F)cc1 (stereo not given),91,94,103,93,89,76,92,85,93
Cc1c2c(cn1Cc1ccccc1)CCc1cn[nH]c1-2,90,98,86,75,98,95,118,99,96
O=S(=O)(O)SCC1=NCCN1,96,100,101,83,98,105,104,100,100
CCOC(=O)c1ccc(Nc2ncnc3c2cnn3-c2cccc(Br)c2)cc1,99,98,107,89,101,102,111,104,100
O=C1NCC(Nc2ccccc2)C(=O)N1 (stereo not given),118,103,100,100,111,108,116,103,111
COc1ccc(-c2ncc(-c3ccccc3)[nH]2)cc1OC,117,100,120,109,-10*,113,256,104,108
Cc1ccc(NS(=O)(=O)c2ccccc2)c([N+](=O)[O-])c1,99,97,/,92,103,110,113,101,109
CC1=C(SCCC(=O)OC(C[Se]C2=C(C)C(=O)c3ccccc3C2=O)C(=O)NCCCCCC(=O)OCc2ccccc2)C(=O)c2ccccc2C1=O (stereo not given),4.8*,38,32,25,40,26,114,57,46
C/C=C/C=C/C1OC23CCCCC2C(C#N)(C(=N)O3)C1(C#N)C#N (stereo not given),75,98,102,88,94,106,127,75,85
CN(C)c1ccc(/C=N/NC(=O)c2ccccc2Nc2cccc(C(F)(F)F)c2)cc1,75,88,116,77,90,97,/,78,94
C[C@]12CC[C@H]3[C@@H](CCC4=CC(=O)CC[C@@]43C)[C@@H]1CC[C@@H]2COS(=O)(=O)c1ccc(Br)cc1,58,81,93,80,77,57,92,81,89
O=S(=O)(NCCNc1nccc(-c2c(-c3cccc(O)c3)nc3occn23)n1)c1ccc(C(F)(F)F)cc1,90,102,132,94,101,73,137,108,126
